Screening data (PubChem)
SKN-1 block = suppressors of acrylamide-induced Pgst-4::GFP reporter in worms, primary screen, SKN-1 inhibitor project, whole organism, uHTS, GFP/RFP fluorescence ratio, strain VP596. C. elegans VP596 Pgst-4::GFP/RFP ratio, 24 h. inhibition, % at 21.8 µM. 360,000 tested, 0.49% active;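 active means interference check ratio from 0.5 to 1.5 plus GFP to RFP signal ratio inhibition reaching or exceeding a fixed threshold, cut at about 30% in these data, passing the limit was not always enough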; further: some compounds called inactive have numbers as strong as hits
MT1-MMP act inh = blockers of MT1-MMP proenzyme processing, primary screen, HT1080 RFP-PRO-GFP cells, GFP/RFP fluorescence; GFP/RFP ratio change, % at 20 µM; Matrix metalloproteinase-14 (Homo sapiens), P50281; 360,000 tested, 0.061% active; GFP/RFP ratio fluorescence, overnight; percent of plate control window, DMSO zero;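 active means GFP/RFP ratio change of at least 30% with cell ATP level not reduced by more than half and red fluorescence within 50% of control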; further: strong numbers were not always called active
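Compound: 20 µM single dose, 1% DMSO / System: HT1080 RFP-PRO-GFP cells / Controls: DMSO and RFP-L50D-GFP cell wells / Read-out basis: GFP/RFP fluorescence ratio / Schedule: overnight compound exposure at 37 °C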
MsrA act = bovine MsrA enzyme activators, primary screen, biochemical, absorbance, HTS; purified bovine MsrA, absorbance read-out; activation, % at 10.6 µM; 360,000 tested, 0.3% active; in the data active means activation above about 7.5%;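 further: 0% = vehicle and 100% = reference activator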
eLon inh = inhibitors of E. coli Lon protease, primary screen, biochemical, fluorescence polarization; purified E. coli Lon protease; inhibition, % at 7.94 µM; 360,000 tested, 0.42% active; in the data active means inhibition above about 13%, passing the limit was not always enough;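 further: 0% = enzyme with probe and DMSO and 100% = no enzyme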
MsrA inhibitor = bovine MsrA enzyme inhibitors, primary screen, biochemical, absorbance, HTS; inhibition, % at 15.5 µM; purified bovine MsrA, absorbance read-out; Methionine sulfoxide reductase A (Bos taurus); 360,000 tested, 0.75% active; in the data active means inhibition above about 4.5%;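 further: 0% = vehicle wells with enzyme and 100% = reference inhibitor wells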
FAS-TE inh = FAS thioesterase domain inhibitors, primary screen, biochemical, fluorescence intensity, uHTS; recombinant FAS-TE, OMFH fluorogenic substrate, fluorescence endpoint; AID 602261, 2012; 360,000 tested, 0.67% active; Fatty acid synthase (Homo sapiens), P49327; inhibition, % at 15 µM;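 active means compounds whose normalised, plate-corrected inhibition of enzyme fluorescence in the single-dose primary screen is 50% or more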;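 further: 0% = DMSO with enzyme and 100% = substrate without enzyme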
Tb MetRS inh = T. brucei MetRS inhibitors, primary screen, biochemical, luminescence; AID 624268, 2012; methionyl-tRNA synthetase (Trypanosoma brucei brucei); inhibition, % at 11.9 µM; 360,000 tested, 0.4% active; purified T. brucei MetRS, ATP depletion, Kinase-Glo luminescence;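 active means inhibition above a per-plate cutoff of the control wells' mean inhibition plus 3 SD, cut at about 5.5% in these data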;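 further: 0% = DMSO wells median and 100% = median of wells with control inhibitor compound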
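Dosing: 11.9 µM single point; system: parasite MetRS enzyme; technique: luminescence of leftover ATP; times: 15 min enzyme-compound preincubation, 2 h reaction, 10 min detection, 25 °C; replicates: each compound tested once; read-out basis: percent inhibition relative to median high and low control wells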
NRP1-CendR mod = modulators of CendR peptide binding to NRP-1, primary screen, biochemical, fluorescence polarization, uHTS. FAM-RPARPAR peptide binding to NRP-1. inhibition, % at 25 µM. 360,000 tested, 0.85% active;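 active means inhibition or corrected inhibition above about 18%, plus a signal ratio from 0.5 to 1.5, limit read from the data, passing the limit was not always enough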; further: strong numbers were not always called active
MLLE-PAM2 inh = inhibitors of PABP1 MLLE–PAM2 peptide binding, primary screen, biochemical, fluorescence polarization, FITC-PAM2, GST-MLLE | Polyadenylate-binding protein 1 (Homo sapiens), P11940 | 360,000 tested, 0.36% active | AID 588489, 2011 | inhibition, % at 20 µM; in the data active means inhibition above about 35%, passing the limit was not always enough;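 further: plate controls were DMSO wells with GST-MLLE for no effect and wells lacking GST-MLLE protein for full effect; some results filed as inactive read as strong as hits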
Target sequence (P11940 whole entry, looked up): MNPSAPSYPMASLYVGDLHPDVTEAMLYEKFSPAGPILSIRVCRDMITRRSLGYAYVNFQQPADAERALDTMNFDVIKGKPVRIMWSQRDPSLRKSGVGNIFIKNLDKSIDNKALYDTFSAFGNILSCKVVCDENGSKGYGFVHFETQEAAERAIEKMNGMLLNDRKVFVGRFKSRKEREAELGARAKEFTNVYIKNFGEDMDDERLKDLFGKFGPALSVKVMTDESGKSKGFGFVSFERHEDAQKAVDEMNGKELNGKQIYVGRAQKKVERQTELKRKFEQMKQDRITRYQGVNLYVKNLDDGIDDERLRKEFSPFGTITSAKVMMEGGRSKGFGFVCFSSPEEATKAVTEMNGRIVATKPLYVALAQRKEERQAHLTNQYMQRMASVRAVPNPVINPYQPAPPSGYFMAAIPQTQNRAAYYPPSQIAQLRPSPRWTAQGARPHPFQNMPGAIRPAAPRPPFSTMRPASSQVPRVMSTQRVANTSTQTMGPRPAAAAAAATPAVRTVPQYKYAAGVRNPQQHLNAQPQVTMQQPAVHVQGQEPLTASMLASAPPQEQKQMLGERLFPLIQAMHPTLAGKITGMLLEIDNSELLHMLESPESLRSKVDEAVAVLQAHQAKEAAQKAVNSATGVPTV
* hit, by the source's call; nt = not tested or not shown.

Molecule,SKN-1 block,MT1-MMP act inh,MsrA act,eLon inh,MsrA inhibitor,FAS-TE inh,Tb MetRS inh,NRP1-CendR mod,MLLE-PAM2 inh
O=C(Nc1cccc(Oc2ccccc2)c1)C1Cc2c(-c3ccccc3)ccnc2O1 (stereo unspecified),10.7,1.7,-5.7,2.9,2.9,20.7,0.1,5.5,-9.0
COc1ccc2ccc(O)c(CN3CCN(S(=O)(=O)c4cc([N+](=O)[O-])ccc4C)CC3)c2c1,16.2,-2.6,-2.0,2.9,2.0,35.8,-0.2,5.4,21.0
O=C(O)CC(CC(=O)Nc1ccc(C(=O)O)cc1)c1ccccc1 (stereo unspecified),3.6,4.2,-4.9,-0.5,0.2,-5.6,-0.5,-0.2,-11.9
COc1cc(S(=O)(=O)N2CCN(C(=O)c3cccs3)CC2)ccc1NC(C)=O,4.4,8.7,-1.4,3.0,-0.9,-5.8,-0.2,7.0,-0.9
COc1cccc(C(=O)OCCN2CCOCC2)c1,3.9,-1.9,-3.3,-3.5,-1.3,9.0,-0.2,-11.6,-3.2
Cc1ccc(OCCCC(=O)Nc2cc(S(=O)(=O)N3CCOCC3)ccc2N2CCOCC2)cc1,-3.0,-0.6,-2.6,2.4,1.1,0.8,-0.4,3.9,-17.7
Cc1sc2nc(SCC(=O)NCc3ccco3)n(C)c(=O)c2c1C,13.2,1.5,4.7,-0.7,0.2,-2.1,-0.3,-3.5,-3.9
O=C(Nc1cccc(NC(=O)c2cncc(Br)c2)c1)c1cncc(Br)c1,-6.6,4.2,-2.1,-18.7,-0.9,2.4,0.0,-7.2,-9.8
C(=Cc1cnnc2ccccc12)c1ccccc1,7.7,-2.6,-5.6,-4.5,1.3,-3.5,-0.3,2.7,9.9
c1ccc(CNc2nc(NCCOc3ccccc3)c3sccc3n2)cc1,14.3,-7.8,3.6,-0.6,-0.3,9.1,0.2,13.1,12.8
CC(C)(C)c1ccc(C(=O)NCc2ccc(Cl)cc2)cc1,-5.9,-4.4,-9.9,9.5,0.9,6.2,-1.1,-8.7,6.5
CCOC(=O)CC(=O)CSc1nc2ccc(C)cc2cc1C#N,10.3,-64.9,0.8,-9.6,0.8,-0.4,-0.2,-37.8,34.5
CC(C)=CC(=O)OCC(=O)Nc1ccccc1Cl,4.5,-0.1,2.0,5.3,-0.5,-5.7,-0.3,7.8,-5.4
N#C/C(=C(/O)COC(=O)CSc1ccc2ccccc2c1)c1nc2ccccc2[nH]1,-2.8,-1.7,-1.9,-15.3,1.3,3.3,0.7,-56.0,-10.9
CC(C)Cn1[nH]c2c3c(ccc2c1=O)C(=O)c1ccccc1C3=O,2.7,0.2,7.8*,3.2,nt,-3.8,-0.2,-0.6,3.3
CC(=O)OC[C@H]1O[C@@H](n2ccc(=O)[nH]c2=S)C(OC(C)=O)C1OC(C)=O (stereo partly specified),-10.1,4.1,-5.5,-12.3,1.2,-3.6,-0.9,-1.1,-77.6
COCCNC(=O)C1(C)CCCN(Cc2ccccc2N(C)C)C1 (stereo unspecified),7.5,-1.2,-1.3,2.5,0.9,-3.8,-0.3,-7.3,12.1
COc1ccccc1NC(=O)/C=C/C(=O)O,4.3,-2.0,-0.9,2.8,-0.4,0.8,1.8,5.6,1.4
O=C(c1cc(F)c(F)cc1Cl)N1CCN(S(=O)(=O)c2cccs2)CC1,3.9,7.1,-4.0,-6.2,0.4,-0.8,-0.1,-0.5,-10.8
COC(=O)CSC1=C(C#N)C(c2ccsc2)CC(=O)N1 (stereo unspecified),-12.6,-3.2,-3.1,-3.0,-1.2,-5.7,0.2,0.9,-8.1
Cc1ccc(-c2ccc(CCC(=O)O)o2)cc1,1.6,-1.0,-11.8,1.5,-0.8,-7.1,-1.5,-5.7,8.9
CN(C)c1nc(=Nc2cccc(Cl)c2)ss1,-12.9,0.8,-0.7,5.6,0.6,-3.1,-0.8,-7.4,36.9
O=C(O)CCn1cc(C2CC(c3ccccc3)=NN2c2ccccc2)c(-c2ccccc2)n1 (stereo unspecified),1.7,6.1,-5.6,-4.5,1.2,-2.4,-0.4,8.1,-4.0
Cc1ccc(CSc2nnc(SCC(=O)N/N=C/C=C/c3ccccc3[N+](=O)[O-])s2)cc1,-4.7,5.8,-8.7,13.0,0.4,21.1,-0.9,3.2,-53.8
COC(=O)c1c(NC(=O)c2nc3nc(C)cc(C(F)F)n3n2)sc2c1CCC2,-16.3,8.1,-8.3,3.3,-0.3,11.2,-1.0,-14.4,-20.4
COC(=O)C1(Cc2cc(-c3cccc(Br)c3)no2)CCN(C(=O)OC(C)(C)C)CC1,8.0,0.1,3.1,-10.9,0.6,32.6,-0.3,-4.1,10.9
CC(NC(=O)c1ccc(NC(=O)CC2SC(N3CCCC3)=NC2=O)cc1)c1ccc(S(N)(=O)=O)cc1 (stereo unspecified),15.7,2.3,-10.1,-0.5,0.2,-6.7,-0.4,-5.9,5.0
Cc1cc(C)c(NC(=O)c2sc3nc4c(cc3c2N)C(=O)CC(C)(C)C4)c(C)c1,19.4,1.2,1.2,-1.0,2.1,8.7,-0.4,10.9,5.9
CC(C)C(=O)N1CCC1(C)C(=O)NS(=O)(=O)c1cccs1 (stereo unspecified),4.6,-2.4,-0.2,4.2,-0.9,-6.8,-0.4,1.7,10.3
O=[N+]([O-])c1cc([N+](=O)[O-])c(Oc2cncc(Cl)c2)cc1NC1CCCCCCC1,11.3,-3.4,-1.6,-4.4,1.2,23.3,-0.2,15.0,5.2
COc1cc(CC(=O)OCC(=O)N2CC(=O)Nc3ccccc32)cc(OC)c1OC,-12.0,1.1,-2.4,-0.9,-0.2,-3.1,0.0,-0.5,-2.1
O=C(CSc1nnnn1-c1cccc2ccccc12)N1CCOCC1,-3.8,4.5,1.2,10.9,0.6,-10.2,0.0,1.9,14.1
COCCNC(=O)CSc1nc2ccc(N3CCOCC3)cc2c(=O)n1CCc1ccccc1,0.3,4.3,0.9,5.8,2.4,3.2,-0.7,-5.5,-48.4
O=C(CC(=O)c1ccccc1O)c1cccc(F)c1,-2.6,-10.6,-7.9,-2.9,nt,6.2,-1.6,-6.5,-0.1
O=C(O)c1cn(-c2ccccc2)nc1-c1ccc(F)cc1,-4.8,3.8,-4.4,-1.4,-0.5,-8.0,0.7,7.5,-3.4
Cc1ccnc(NC(=O)CN2C(=O)c3ccccc3C2=O)c1,-11.3,2.1,-2.8,-3.3,0.8,-0.3,-0.1,10.0,-11.6
COc1cc2[nH]c(=O)c(C(=O)NCCCN3CCOCC3)c(O)c2cc1OC,3.6,8.2,-14.2,-5.4,-0.2,-2.4,-1.6,-10.4,-0.7
CCCN1CCC(NC(=S)Nc2ccc(S(N)(=O)=O)cc2)CC1,5.7,0.0,-1.2,6.8,-1.8,-5.7,0.1,2.5,8.3
Cc1cc(C(=O)NCc2cccc(Cl)c2)c2ccccc2n1,0.9,-1.6,-0.6,-2.6,nt,0.0,0.2,4.0,-6.5
CC1CC(C)(C)CC2(C1)NC(=O)N(CC(=O)NCCc1ccc3c(c1)OCCO3)C2=O (stereo unspecified),-5.9,1.4,0.8,0.6,1.0,-0.7,0.1,8.7,-25.9
CCC(C)NC(=O)Cn1cc(S(=O)(=O)N2CCCC2)c(S(=O)(=O)N2CCCC2)c1 (stereo unspecified),13.7,0.7,-0.3,2.9,-0.8,-4.0,-0.1,3.7,3.6
Cc1cc(C)nc(SCc2ccc(C(=O)N/N=C/c3ccco3)cc2)n1,9.4,-0.6,-3.1,3.1,0.0,-6.8,-0.3,-0.9,2.9
Cc1ccsc1C(=O)NNC(=O)c1cccc(S(=O)(=O)N2CCCC2)c1,10.7,0.1,-3.8,-6.6,-0.6,-4.9,-0.2,2.9,-5.7
O=C(Nc1ccc(S(=O)(=O)N2CCCC2)cc1)c1ccc(F)cc1,13.7,2.5,-0.3,4.9,-0.2,-4.2,-0.4,20.5,16.9
COc1cccc(CNC(=O)CCNC(=O)Cn2ccc3ccccc3c2=O)c1,-1.2,3.7,5.7,-2.8,0.7,-7.7,-0.8,0.0,-6.5
Cc1sc(-c2ccncc2)nc1OC(=O)c1ccc(F)cc1F,-1.6,-7.6,-0.6,-3.9,-0.6,-3.9,-0.4,13.2,7.8
CN1CCN(c2ccc(CNC(=O)c3ccco3)cc2)CC1,0.6,-3.0,-3.0,-5.6,1.9,-5.9,-0.9,17.2,4.6
CCOC(=O)C1(CC)NC(c2ccco2)C2C(=O)N(CC)C(=O)C21 (stereo unspecified),-5.7,0.7,-7.9,-6.5,0.7,-5.1,-0.7,-10.4,3.4
CC(C)CC(NC(=O)C1CCC(=O)N1)C(=O)NC(CC(C)C)C(=O)N1CCCC1C(N)=O (stereo unspecified),10.4,-0.7,-3.0,1.6,0.3,-2.2,0.0,9.0,5.7
COc1ccc(C(=O)Nc2ccc(C(=O)N3CCCC3)cc2)cc1[N+](=O)[O-],7.6,-0.2,-10.6,-0.2,0.5,-2.7,-0.4,-8.1,6.1
O=C(CSc1ccccc1C(=O)N1CCN(c2ccc([N+](=O)[O-])cc2)CC1)N1CCCC1,5.6,2.0,-1.1,-4.4,1.2,5.3,0.0,-4.4,13.3
COc1ccc(C(=O)OCC(=O)Nc2cc(C)on2)cc1F,6.1,2.6,0.1,4.0,0.8,-3.4,-0.1,-0.2,4.2
Cc1ccc2c(c1)N(S(=O)(=O)c1ccc(CN3C(=O)c4cccnc4C3=O)cc1)CCO2,0.5,-0.7,-9.5,-9.1,-0.9,13.2,0.6,-2.7,7.8
CCOc1ccccc1C1c2cc3c(cc2OC(C)(N2CCCC2)C1C)OCO3 (stereo unspecified),5.9,-0.5,-3.2,-2.7,-0.9,15.1,-0.7,3.9,13.3

Among those listed so far, three contain a cyano group:
Molecule,SKN-1 block,MT1-MMP act inh,MsrA act,eLon inh,MsrA inhibitor,FAS-TE inh,Tb MetRS inh,NRP1-CendR mod,MLLE-PAM2 inh
CCOC(=O)CC(=O)CSc1nc2ccc(C)cc2cc1C#N,10.3,-64.9,0.8,-9.6,0.8,-0.4,-0.2,-37.8,34.5
N#C/C(=C(/O)COC(=O)CSc1ccc2ccccc2c1)c1nc2ccccc2[nH]1,-2.8,-1.7,-1.9,-15.3,1.3,3.3,0.7,-56.0,-10.9
COC(=O)CSC1=C(C#N)C(c2ccsc2)CC(=O)N1 (stereo unspecified),-12.6,-3.2,-3.1,-3.0,-1.2,-5.7,0.2,0.9,-8.1
